Source: PubChem (several laboratories)
GASC-1 inh: inhibitors of GASC-1 histone demethylase, primary screen, biochemical, fluorescence, DELFIA europium; GST-JMJD2C(1-420) H3K9me3 demethylation; inhibition, % at 2.35 µM; Lysine-specific demethylase 4C (Homo sapiens), Q9H3R0; 330,000 tested, 0.069% active;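 active = more than half of a compound's replicate wells show inhibition beyond 50%, single wells judged on their own value; inconclusive = some, but no more than half, of replicates pass 50% inhibition; inactive = no replicate passes 50% inhibition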;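 also: signal counts dimethyl H3K9 product captured on neutravidin plate; 0% = median of DMSO wells and 100% = 0.3 times that DMSO median; strong numbers were not always called active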
PP5 primary: PP5 phosphatase inhibitors, primary screen, biochemical, fluorescence; Serine/threonine-protein phosphatase 5 (Homo sapiens), P53041; purified PP5c, OMFP substrate fluorescence; inhibition, % at 6.7 µM; 320,000 tested, 0.18% active; AID 1987, 2009;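 active = inhibition above the campaign's mean inhibition across all tested compounds plus 3 SD, cut at about 9.5% in these data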;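 also: 0% = DMSO only and 100% = 100 µM cantharidin control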
proCasp7 act: procaspase-7 activators, primary screen, counter-screen for procaspase-3 activator project, biochemical, absorbance, HTS, human; activation, % at 8.5 µM; 330,000 tested, 0.093% active; Caspase-7 (Homo sapiens), P55210; recombinant procaspase-7, Ac-DEVD-pNA absorbance 405 nm; D23A/D198A/D206A triple mutant, cannot self-cleave; scale: DMSO 0, 5 µM enzyme 100;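 active = percent activation above the screen-wide mean plus 3 SD, cut at about 25% in these data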
Target sequence (P55210 whole entry D23A/D198A/D206A): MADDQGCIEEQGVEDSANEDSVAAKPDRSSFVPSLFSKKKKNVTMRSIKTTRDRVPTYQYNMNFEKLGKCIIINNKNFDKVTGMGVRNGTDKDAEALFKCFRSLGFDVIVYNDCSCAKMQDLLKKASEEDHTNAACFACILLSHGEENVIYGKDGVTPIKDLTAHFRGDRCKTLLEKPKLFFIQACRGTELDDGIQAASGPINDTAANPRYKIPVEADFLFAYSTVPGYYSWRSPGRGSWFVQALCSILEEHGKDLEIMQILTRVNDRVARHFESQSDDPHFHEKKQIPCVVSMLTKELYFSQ
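Assay system – Uncleavable procaspase-7 mutant enzyme · Quantity – 2 µM procaspase-7 mutant as dispensed · Times – 1 h preincubation, 2 h reaction · Dosing – single nominal 8.5 µM compound dose, 0.8% DMSO final · Buffer or medium – Zinc-free 50 mM HEPES buffer, pH 7.4, with NaCl and Triton X-100 · Detection – Epi-absorbance of released pNA at 405 nm, two timepoints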
PP1 inh: PP1-alpha phosphatase inhibitors, primary screen, counter-screen for PP5 inhibitor project, biochemical, fluorescence, OMFP substrate, single point; Serine/threonine-protein phosphatase PP1-alpha catalytic subunit (Homo sapiens), P62136; purified PP1alpha; inhibition, % at 6.7 µM; 320,000 tested, 0.9% active;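 active = inhibition above the mean inhibition of all tested compounds plus 3 SD, computed separately for each screening campaign, cut at about 15% in these data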
Target sequence (P62136 whole entry, looked up): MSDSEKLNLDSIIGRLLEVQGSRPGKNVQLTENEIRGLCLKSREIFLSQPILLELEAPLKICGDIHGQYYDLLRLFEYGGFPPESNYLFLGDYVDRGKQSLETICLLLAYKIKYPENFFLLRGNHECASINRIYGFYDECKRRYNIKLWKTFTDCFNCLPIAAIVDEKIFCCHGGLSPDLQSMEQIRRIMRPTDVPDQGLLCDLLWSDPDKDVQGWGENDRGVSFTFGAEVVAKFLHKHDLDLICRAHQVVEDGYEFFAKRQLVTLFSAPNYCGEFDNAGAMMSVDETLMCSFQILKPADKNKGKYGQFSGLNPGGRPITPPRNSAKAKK
CTSL1 counter: Fasciola hepatica cathepsin L1 inhibitors, primary screen, counter-screen for PFM18AAP inhibitor project, biochemical, QFRET, fluorogenic peptide substrate. inhibition, % at 5.96 µM. recombinant F. hepatica cathepsin L1, Z-Leu-Arg-MCA fluorescence. 300,000 tested, 0.49% active. AID 1906, 2009;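 active = inhibition above the mean of all tested compounds plus 3 SD, set per screening campaign, cut at about 17% in these data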;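 also: 0% = plate median of test compound wells and 100% = 1 µM Z-Phe-Ala-diazomethylketone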
TPT1 inhibitor: Candida albicans TPT1 enzyme inhibitors, primary screen, biochemical, fluorescence polarization | 300,000 tested, 0.81% active | recombinant caTPT1, FP RNA substrate dephosphorylation | inhibition, % at 5 µM | tRNA 2'-phosphotransferase TPT1 (Candida albicans SC5314);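 active = inhibition above the mean of all tested compounds plus 3 SD, set per screening campaign, cut at about 24% in these data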;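 also: plate controls were DMSO alone for no effect and ferristatin control at 100 nM for full effect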
HCV core dimer: inhibitors of HCV core protein dimerization, primary screen, biochemical, TR-FRET, high-throughput; AID 1899, 2009; inhibition, % at 5 µM; TR-FRET GST/Flag-core106 dimerization, 1536-well; 300,000 tested, 0.33% active;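 active = inhibition above the mean of all tested compounds plus 3 SD, set per screening campaign, cut at about 45% in these data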
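System – GST-tagged and Flag-tagged HCV core protein residues 1-106 · Repeats – one well for each compound · Technique – TR-FRET 671 and 617 nm emission · Doses – one concentration, 5 µM, in 0.5% DMSO · Times – 4 h, 22.5 °C incubation · Also added – Eu donor and XL665 acceptor anti-tag antibodies · Measure – percent inhibition of core106 dimerization signal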
Efflux pump mplx: inhibitors of Candida efflux pumps in yeast, primary screen, S. cerevisiae, Nile Red, multiplex; inhibition, % at 10 µM; 330,000 tested, 0.44% active; S. cerevisiae Candida pump triplex; AID 485275, 2010;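 active = plate passing quality check with inhibition over a set limit, or well fluorescence over plate mean plus 4 SD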;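 also: Nile Red retained in pooled yeast measured as flow cytometry median fluorescence; 0% = buffer negative control and 100% = Enniatin B positive control; higher means more Nile Red kept so more efflux inhibition; some compounds called inactive have numbers as strong as hits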
procasp3 activ: activators of human procaspase-3 D3A mutant, primary screen, biochemical, absorbance, PC-3 D3A mutant, single concentration | AID 463141, 2010 | activation, % at 8.5 µM | recombinant procaspase-3 D3A, Ac-DEVD-pNA absorbance 405 nm | 330,000 tested, 0.11% active | Caspase-3 (Homo sapiens), P42574;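 active = activation above the mean of all tested compounds plus 3 SD, cut at about 21% in these data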;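 also: 0% = DMSO alone and 100% = DMSO wells spiked with extra 5 µM PC-3 D3A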
Target sequence (P42574 whole entry D9A/D28A/D175A): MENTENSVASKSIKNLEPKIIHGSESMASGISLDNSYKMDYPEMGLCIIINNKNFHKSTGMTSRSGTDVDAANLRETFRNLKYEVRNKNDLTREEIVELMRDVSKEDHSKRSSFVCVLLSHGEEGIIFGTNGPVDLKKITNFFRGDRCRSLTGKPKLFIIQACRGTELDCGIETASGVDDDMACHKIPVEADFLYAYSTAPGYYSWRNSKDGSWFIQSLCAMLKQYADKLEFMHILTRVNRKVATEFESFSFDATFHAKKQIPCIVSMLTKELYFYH
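Assay system: Procaspase-3 D3A mutant, all three cleavage aspartates alanine. Buffer or medium: Zinc-free HEPES saline buffer with Triton X-100. Times: 1 h compound preincubation, 2 h substrate hydrolysis at 25 °C. Measured by: 405 nm absorbance of p-nitroaniline, reads at 0 and 120 min. Read-out basis: percent activation relative to control range. Replicates: singlicate.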
An asterisk follows results filed as active; ? = inconclusive; . = not tested or not shown. Compounds were not picked by outcome, and some 2.9% of all compounds hit somewhere here.

SMILES	GASC-1 inh	PP5 primary	proCasp7 act	PP1 inh	CTSL1 counter	TPT1 inhibitor	HCV core dimer	Efflux pump mplx	procasp3 activ
COc1ccc(S(=O)(=O)Nc2ccc(O)c(Sc3ncn[nH]3)c2)cc1	4.7	-0.6	-3.3	-3.0	-2.9	-4.2	-12.7	-0.1	4.0
COc1cc(NC(=O)CCC(=O)c2cccs2)cc(OC)c1	0.5	1.4	4.0	-1.5	-2.4	-2.4	14.6	0.1	-1.5
COc1ccccc1-c1ccc(=O)n(CC(=O)NCC2CCCO2)n1 (stereo not given)	-12.7	-2.3	-1.4	-4.0	-3.9	-3.9	-0.5	-0.1	9.8
Cc1ccc2c(c1)N(CC(=O)N1CCC(C)CC1)C(=O)c1cccnc1O2	-1.0	1.8	5.2	-2.5	-1.5	-3.7	-7.1	-0.2	0.9
O=C(Nc1ccccc1F)c1ccc2c(c1)CCN2S(=O)(=O)c1ccccc1	13.0	2.0	6.9	2.0	-2.1	-2.0	14.9	0.0	-7.1
Fc1ccc(CSc2nncn2NCc2ccccc2)cc1	-3.9	-0.1	3.9	-2.3	0.3	-1.5	-0.1	-0.1	-4.5
COC(=O)c1ccc(OC(=O)c2cccnc2)cc1	-1.1	3.0	-4.4	1.2	-3.2	0.7	-4.0	0.0	-10.8
C/C=C(/C)C(=O)Nc1cccc(C2=NOC3(C2)C[C@@H](C(N)=O)N(C(=O)CC)C3)c1 (stereo not given in full)	8.2	0.8	-0.8	2.4	-6.3	1.0	-3.6	0.0	-2.6
Cc1cc(/C=C2/C(=N)N3C(=NC2=O)SN=C3S(C)(=O)=O)c(C)n1-c1ccccc1F	-11.1	0.8	-8.7	3.8	1.0	3.6	19.8	-0.4	-3.5
O=C(c1ccccc1)c1ccc(N2CCOCC2)c(NC(=O)c2ccco2)c1	-0.8	2.6	-8.0	1.6	1.1	-2.3	-3.6	0.1	7.3
CCN(CCn1cccn1)C(=O)c1cc(COc2ccc(F)c(F)c2)on1	-6.1	1.4	9.3	-4.2	1.8	-2.0	-3.5	-0.1	6.9
NC(=O)CCN1CCN(CCOC2Cc3cc(Cl)ccc3Sc3ccccc32)CC1 (stereo not given)	1.3	1.4	-2.2	-3.9	-2.6	-2.8	-7.2	0.3	13.3
CCOC(=O)C1(CCC(C)C)CC(CSc2nc3ccccc3[nH]2)OC1=O (stereo not given)	10.0	4.8	2.5	1.5	4.4	0.1	1.6	0.0	-3.7
CC1CC(=O)N(CC(=O)NCc2ccco2)c2ccccc2S1 (stereo not given)	0.1	1.5	0.7	-2.0	-6.5	-1.0	0.0	0.0	10.4
CN=C1SC(CC(=O)Nc2ccc(C(C)=O)cc2)C(=O)N1C (stereo not given)	-1.2	1.8	9.4	-2.1	2.1	-2.2	-0.6	-0.1	4.0
CC(=NNC(=O)c1ccc2nc[nH]c2c1)c1ccc(Br)cc1	3.4	.	1.3	.	.	.	.	0.1	-8.1
CCN(CC)S(=O)(=O)c1ccc(/C=C/C(=O)O)cc1	-1.0	0.2	-4.6	1.0	1.5	-0.9	0.6	0.0	-2.6
COC(=O)c1noc(-c2ccc(OC)cc2)n1	-5.5	-4.0	-4.8	-5.3	-10.3	-3.2	1.8	0.7	2.4
Cc1csc(CNC(=O)C2CCC(=O)N(CCCc3ccccc3)C2)n1 (stereo not given)	1.1	-0.7	8.3	1.4	-3.4	0.2	8.8	-0.1	2.5
Cc1ccc2cc(CN(Cc3ccccc3)Cc3nnnn3C3CCCC3)c(=O)[nH]c2c1	0.3	3.8	4.8	-0.5	-0.3	2.7	7.0	-0.1	6.7
COC(=O)C(=CC(=CN(C)C)C=C(C(=O)OC)C(=O)OC)C(=O)OC	22.3	0.7	-1.1	-7.8	10.7	-1.2	0.7	-0.1	-1.3
NS(=O)(=O)c1cccc(NC(=O)COC(=O)CCCc2c[nH]c3ccccc23)c1	-1.4	-2.9	14.6	-5.6	-15.4	6.5	-0.7	-0.1	5.2
CCOC(=O)N1CCc2c(sc(NC(=O)CN(CC)CC)c2C#N)C1	-6.4	0.1	-3.5	-2.6	1.9	-1.1	-1.3	0.0	-9.1
CC(C)(C)c1ccc(OC(=O)c2ccc(-n3cncn3)nc2)cc1	-3.1	-0.3	12.1	-1.1	0.3	0.7	-0.1	0.0	13.5
COc1cc(CC(=O)N2CCC(n3nccc3NC(=O)C3CC3)CC2)cc(OC)c1OC	1.2	0.6	13.4	0.8	-0.3	-2.5	-12.4	-0.1	1.1
O=C1CCc2cc(S(=O)(=O)N3CCCCC3)cc3c2N1CC3	?	1.6	1.6	1.0	-4.2	-0.7	-2.8	0.0	14.5
COc1ccc(-c2csc(NC(C)c3nc4cc(Cl)c(N5CCCCC5)cc4n3CCCO)n2)cc1 (stereo not given)	5.6	1.5	-4.4	2.5	1.9	1.0	-3.9	0.0	-3.8
Cc1noc(C)c1COc1ccc(C(=O)Nc2ccccn2)cc1	1.7	3.1	11.3	-2.0	0.6	0.5	-0.5	-0.1	3.9
COc1cc(C)c(C)cc1S(=O)(=O)NC1CC(C)(C)NC(C)(C)C1	0.1	0.1	-1.6	-5.0	5.1	1.3	7.2	0.0	-4.4
COc1cccc(CSc2nnc(CSc3nc4nc(C)cc(C)n4n3)s2)c1	3.0	0.4	0.0	-1.9	-1.9	-0.3	3.6	0.0	-4.5
CC(=O)Nc1ccc(-c2sc(Nc3ccccc3)n[n+]2C)cc1	4.2	1.9	-0.3	2.2	-1.5	-1.7	-20.6	-0.1	2.4
COc1ccc(N2C(=O)Cc3c2nc(N)c(C#N)c3N)cc1	1.1	-0.7	7.0	-3.0	-1.1	-3.5	-0.3	-0.1	-1.3
CN1CCC(=O)N([C@H](CSc2ccccc2)Cc2ccccc2)CC1	3.3	2.2	1.3	-6.9	-2.8	1.4	-4.5	0.0	-3.1
CS(=O)(=O)N(CC(=O)NCCSc1ccccc1)c1ccc2c(c1)OCO2	-0.1	-0.2	-2.8	-1.8	2.7	0.0	5.1	-0.1	-1.4
CSc1ncc(CN2CCCC(C(=O)Nc3ccc(-c4ccco4)cc3)C2)cn1 (stereo not given)	14.0	-0.1	-22.2	10.3	0.8	16.4	57.3*	0.2	-22.5
O=C(Nc1ccc([N+](=O)[O-])cc1)c1cc2ccccc2nc1Cl	2.0	-0.1	3.6	-2.0	1.2	1.6	3.6	-0.1	1.0
CC1(C)Cc2c(c(=S)nc(-c3ccccc3)n2CCO)CO1	-5.8	0.4	-18.3	-0.9	4.1	-8.2	-0.4	-0.4	-3.3
Cc1sc(NC(=O)CCCC(=O)O)c(C(N)=O)c1-c1ccccc1	14.2	1.6	3.9	-4.0	2.3	-0.9	-0.7	-0.1	-5.4
O=C(CCn1cnc2ccccc2c1=O)Nc1ccc(S(=O)(=O)N2CCCCC2)cc1	-8.0	5.2	2.5	-1.9	-2.7	-0.8	2.9	0.1	3.5
Cc1c(NC(=O)C(C)OC(=O)CC2CC3CCC2C3)c(=O)n(-c2ccccc2)n1C (stereo not given)	-3.3	0.9	2.1	-1.4	-0.1	-6.7	-1.1	-0.1	1.7
CCOC(=O)c1cc(-c2ccccc2)nc2nc(N3CCCCC3)sc12	8.3	0.1	18.6	4.2	-2.6	-1.0	8.1	-0.1	19.6
O=C(NCCCN1CCN(c2ccccc2F)CC1)C1CCC(=O)N1C1CCCC1 (stereo not given)	2.6	-1.3	-3.6	-2.5	0.8	-1.1	-4.0	-0.3	3.5
CN1CCN(C2=CC(=O)OC23CCCCC3)CC1	-13.4	1.2	-11.3	-1.6	-3.9	-3.3	-2.0	0.0	-7.8
CCOC(=O)C1=C(N)N(c2cc(S(=O)(=O)N3CCOCC3)ccc2Cl)C(=O)C1	-0.3	-0.7	-2.1	4.3	1.6	-1.9	2.4	0.0	0.5
Cc1cc(-c2nnco2)c(C)n1-c1ccc(F)cc1	4.6	-0.7	1.4	-1.7	0.3	-0.6	1.4	0.0	2.5
Cc1cc(C)nc(-n2nc(C)cc2NC(=O)c2cccc(S(=O)(=O)N(C)C)c2)n1	7.3	3.1	0.8	-1.1	1.2	-1.2	-5.3	0.0	5.5
CC(=O)c1cccc(NC(=O)c2cc(-c3cccs3)on2)c1	-16.6	1.2	3.8	0.4	1.3	4.3	-17.6	-0.1	11.8
Cc1ccc(S(=O)(=O)NCC(=O)N(CC(=O)NCC2CCCO2)Cc2ccccc2)cc1 (stereo not given)	-3.2	0.7	10.2	-0.9	-1.3	-5.0	-2.8	0.1	3.3
CC(=O)c1sc(NC(=O)COc2ccccc2)nc1C	29.5	-3.0	3.2	2.5	-3.9	0.4	3.5	0.1	2.8
CCCc1cc2c(-c3ccccc3)cc(=O)oc2cc1OCc1ccc(C(=O)O)o1	9.4	3.1	8.3	7.8	3.5	-5.4	20.4	0.1	-9.7
(listing goes on)
SMILES	GASC-1 inh	PP5 primary	proCasp7 act	PP1 inh	CTSL1 counter	TPT1 inhibitor	HCV core dimer	Efflux pump mplx	procasp3 activ
COc1ccc(S(=O)(=O)N2CCCCC2)cc1NC(=O)c1cccnc1SC	-0.1	1.6	-5.0	-2.5	0.6	-2.2	-0.4	0.0	12.1
O=C(COC(=O)C1CCN(c2ccc(C(F)(F)F)cn2)CC1)Nc1ccc(Cl)cc1	-1.2	6.6	3.4	4.7	6.5	1.2	-3.5	-0.1	6.0
CC(=O)Nc1cc2c(cc1C(=O)c1ccc(C)cc1)OCCO2	9.2	0.1	14.4	-1.3	2.0	6.4	-0.9	0.0	-2.2
CC(=O)N/N=C(\C)c1ccc2c(c1)OCCO2	-3.7	-1.1	9.1	-3.3	0.8	1.5	0.1	0.0	5.4
